# High-throughput results from PubChem.
# GSTO1 counter = GSTO1 inhibition, counter-screen for RBBP9 inhibitors | P78417 | recombinant GSTO1, activity-based probe fluorescence polarization | 1.1% of 300,000 active | inhibition, % at 5.96 µM;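 active = inhibition above the campaign mean inhibition plus 3 SD, cut at about 35% in these data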;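 also: 0% = GSTO1-1 with DMSO and 100% = wells lacking GSTO1-1 enzyme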
# PAD4 inh = blocks human protein arginine deiminase 4; recombinant PAD4, RCA probe fluorescence polarization; inhibition, % at 6.36 µM; 0.41% of 330,000 active;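 active = percent inhibition above a cutoff equal to the mean of all tested compounds plus 3 SD, cut at about 15% in these data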;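 also: 0% = PAD4 with RCA probe and DMSO and 100% = probe without PAD4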
# Target sequence (Q9UM07 whole entry, looked up): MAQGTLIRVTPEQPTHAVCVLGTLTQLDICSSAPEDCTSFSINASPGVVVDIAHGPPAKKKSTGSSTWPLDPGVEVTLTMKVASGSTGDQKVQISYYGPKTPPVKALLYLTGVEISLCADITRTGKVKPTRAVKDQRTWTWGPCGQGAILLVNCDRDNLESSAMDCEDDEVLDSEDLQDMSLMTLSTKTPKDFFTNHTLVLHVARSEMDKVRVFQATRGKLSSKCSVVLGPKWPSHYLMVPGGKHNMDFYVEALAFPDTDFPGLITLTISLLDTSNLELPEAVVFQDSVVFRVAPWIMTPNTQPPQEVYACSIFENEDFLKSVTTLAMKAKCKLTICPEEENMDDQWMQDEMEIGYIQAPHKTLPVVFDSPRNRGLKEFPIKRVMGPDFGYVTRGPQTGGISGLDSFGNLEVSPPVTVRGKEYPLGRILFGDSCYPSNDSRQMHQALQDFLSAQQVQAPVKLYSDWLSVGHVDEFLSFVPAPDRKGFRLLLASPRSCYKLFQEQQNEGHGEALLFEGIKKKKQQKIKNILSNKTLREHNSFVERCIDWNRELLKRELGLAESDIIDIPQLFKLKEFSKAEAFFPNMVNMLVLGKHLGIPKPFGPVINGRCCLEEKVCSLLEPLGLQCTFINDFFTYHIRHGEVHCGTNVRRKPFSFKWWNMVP
# PAFAH1B3 inh = PAFAH1B3 (human) inhibition | recombinant PAFAH1B3, FP-rhodamine probe, fluorescence polarization | inhibition, % at 3.39 µM | 0.28% of 340,000 active | AID 492972;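 active = inhibition above the screen-wide average of all tested compounds plus 3 SD, cut at about 25% in these data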;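 also: 0% = enzyme with DMSO only and 100% = wells lacking PAFAH1B3 protein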
# pPAFAH inh = inhibitors of human plasma PAF acetylhydrolase (pPAFAH) | 1.5% of 330,000 active | Q13093 | recombinant pPAFAH, FP-rhodamine probe fluorescence polarization | inhibition, % at 3.39 µM;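 active = inhibition above the mean inhibition across the screen plus 3 SD, cut at about 25% in these data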;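 also: inhibitors block binding of the rhodamine activity-based probe so polarization drops; 0% = enzyme with DMSO and 100% = wells lacking pPAFAH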
# Fam108B counter = counter-screen for RBBP9 inhibitors: inhibitors of mouse Fam108B; 0.33% of 300,000 active; inhibition, % at 9.51 µM; recombinant Fam108B, FP-Rh probe fluorescence polarization; AID 1947;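 active = inhibition above the screen mean inhibition plus 3 SD, computed separately per campaign, cut at about 18% in these data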;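 also: inhibitors lower polarization as less probe binds the enzyme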
# PME-1 inh = blocks human protein phosphatase methylesterase 1. Q9Y570. recombinant PME-1, FP-Rh probe fluorescence polarization. inhibition, % at 5.9 µM. 0.53% of 320,000 active;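 active = inhibition above the campaign mean of all compounds plus 3 SD, cut at about 26% in these data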;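 also: competitive labeling of PME-1 active site by serine hydrolase directed probe; 0% = PME-1 with DMSO and 100% = wells lacking PME-1 enzyme; inhibitors block probe labeling so polarization falls and inhibition rises; many of its hits are not listed in these tables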
# PAFAH2 FP inh = PAFAH2 (human) inhibition | Q99487 | recombinant PAFAH2, FP-rhodamine activity probe, fluorescence polarization | inhibition, % at 3.39 µM | 0.99% of 340,000 active;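 active = inhibition above the mean over all tested compounds plus 3 SD, cut at about 30% in these data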;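 also: inhibitors block probe labeling of enzyme so polarization drops; 0% = enzyme with DMSO and 100% = wells lacking PAFAH2 protein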
# LYPLA1 inh = counter-screen for PME1 inhibitors: inhibitors of human LYPLA1; 0.16% of 320,000 active; AID 2174; O75608; recombinant LYPLA1, FP-Rh probe fluorescence polarization; inhibition, % at 5.9 µM;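 active = inhibition above the mean of all tested compounds plus 3 SD, set per campaign, cut at about 14% in these data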;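 also: inhibitors block serine hydrolase probe labeling of LYPLA1 so polarization falls; 0% = enzyme with DMSO and 100% = wells lacking LYPLA1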
# Target sequence (O75608 whole entry, looked up): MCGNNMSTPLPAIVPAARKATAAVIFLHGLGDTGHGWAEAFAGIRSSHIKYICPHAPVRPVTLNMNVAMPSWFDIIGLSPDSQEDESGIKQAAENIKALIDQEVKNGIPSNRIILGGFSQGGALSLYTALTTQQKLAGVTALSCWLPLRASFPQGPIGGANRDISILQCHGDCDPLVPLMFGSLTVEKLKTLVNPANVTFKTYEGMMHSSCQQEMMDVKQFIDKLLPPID
# PAFAH1B2 inh = PAFAH1B2 (human) inhibition; P68402; recombinant PAFAH1B2, FP-rhodamine activity probe, fluorescence polarization; inhibition, % at 3.39 µM; 1.2% of 340,000 active; AID 492953;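 active = inhibition above the mean of all tested compounds plus 3 SD, cut at about 24% in these data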;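 also: 0% = enzyme with DMSO and 100% = wells lacking PAFAH1B2; many of its hits are not listed in these tables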
# * marks the source's active call; other numbers are inactive results; · = not tested or not shown. An excerpt; count on the stated rates, not on these rows.
# Values run as follows: GSTO1 counter, PAD4 inh, PAFAH1B3 inh, pPAFAH inh, Fam108B counter, PME-1 inh, PAFAH2 FP inh, LYPLA1 inh, PAFAH1B2 inh
- O=C(COC(=O)C1CC(=O)N(Cc2ccccc2)C1)Nc1ccc2c(c1)OCO2 (centres undefined)
  17, -2, 7, 11, -4, 8, 3, 2, 8
- CCCNC(=O)c1onc(CSc2ccc(F)cc2)c1C(=O)NC(C)C
  -7, -1, 6, 1, -2, 0, 9, -2, 4
- CCN(CC)c1ccc(S(=O)(=O)N2CCOCC2)cc1NC(=O)CSc1nncs1
  -3, -7, 2, 6, 2, 8, 0, 1, 0
- Cc1cccc(OCC(=O)N(Cc2ccc(C)o2)C2CCS(=O)(=O)C2)c1 (centres undefined)
  3, -1, 2, -3, 2, -9, 4, -3, 0
- Cc1cccc(C)c1NC(=O)COC(=O)/C=C/c1ccc(S(=O)(=O)N2CCOCC2)cc1
  ·, -2, 8, 1, ·, ·, 45*, ·, 8
- CC(C)(C)n1nc2c(c1NC(=O)c1cc([N+](=O)[O-])ccc1Cl)CS(=O)(=O)C2
  4, -4, 0, 2, 3, -1, 3, -1, 1
- O=C(NCCN=C1NS(=O)(=O)c2ccccc21)c1ccc(S(=O)(=O)N2CCOCC2)cc1
  8, -11, 7, 9, -2, 4, 2, 2, 8
- COc1ccc2c(C)cc3n[nH]c(=S)n3c2c1
  3, 22*, 10, 5, 0, -4, 10, 0, 10
- CC(C)(C)OC(=O)[C@H](Cc1ccccc1)NC(=O)c1nc[nH]c1C(=O)N[C@@H](Cc1ccccc1)C(=O)OC(C)(C)C
  -9, 1, -7, 1, -8, -15, -13, -9, -10
- N#C/C(=C\C=C\c1ccccc1[N+](=O)[O-])C(=O)NC1CCCCC1
  16, 0, 7, -5, 3, 11, 7, 1, 7

# Values run as follows: GSTO1 counter, PAD4 inh, PAFAH1B3 inh, pPAFAH inh, Fam108B counter, PME-1 inh, PAFAH2 FP inh, LYPLA1 inh, PAFAH1B2 inh
- Cc1cc(C)n(CC(=O)N2c3ccccc3Sc3ccc(C(F)(F)F)cc32)n1
  0, -3, 5, 1, -2, -4, -11, -1, -2
- Cn1cccc1/C=N/NC(=O)c1ccc(OC(F)(F)C(F)F)cc1
  3, -5, 4, 6, 8, -6, 1, -1, -1
- COc1ccc(NC(=O)C(=O)NCCC2=CCCCC2)c(OC)c1
  -3, -3, 11, 3, -2, 0, -2, 0, 7
- O=C(NC1CCN(Cc2ccccc2)C1)c1cc(COc2ccc(F)cc2F)on1 (centres undefined)
  5, -5, 5, 8, -1, -11, 1, -4, 4
- O=C(Cn1nc(-c2ccccc2F)ccc1=O)NCc1ccc2c(c1)OCO2
  -10, 0, 2, 3, 0, 2, -5, -2, 2
- COc1ccc(N2CCN(C(=O)c3ccc(NS(=O)(=O)c4ccc(F)c(F)c4)cc3)CC2)cc1
  -6, -1, 2, 10, 1, -1, -11, 5, 2
- O=C(NCc1cccnc1)c1cccnc1Sc1ccc(Cl)cc1
  -2, -4, 3, 1, 3, 0, 2, 0, 3
- CCn1c(O)c(N=NC(=O)c2cccnc2)c2cc(Br)ccc21
  -3, 3, 4, 6, 0, -4, 0, -3, 3
- COc1cc(NC(=O)c2ccccc2)cc(OC)c1
  -3, -2, 8, 3, 2, 6, -7, 1, 1
- Cc1cc(C)nc(N2CCN(C(=O)CCC(=O)Nc3nnc(C(C)C)s3)CC2)n1
  5, 0, 3, 1, -3, -1, 8, 2, 5

# Among those listed so far, these contain a tert-butyl group:
# Values run as follows: GSTO1 counter, PAD4 inh, PAFAH1B3 inh, pPAFAH inh, Fam108B counter, PME-1 inh, PAFAH2 FP inh, LYPLA1 inh, PAFAH1B2 inh
- CC(C)(C)n1nc2c(c1NC(=O)c1cc([N+](=O)[O-])ccc1Cl)CS(=O)(=O)C2
  4, -4, 0, 2, 3, -1, 3, -1, 1
- CC(C)(C)OC(=O)[C@H](Cc1ccccc1)NC(=O)c1nc[nH]c1C(=O)N[C@@H](Cc1ccccc1)C(=O)OC(C)(C)C
  -9, 1, -7, 1, -8, -15, -13, -9, -10

# A draw from above in order of molar mass, rising:
# Values run as follows: GSTO1 counter, PAD4 inh, PAFAH1B3 inh, pPAFAH inh, Fam108B counter, PME-1 inh, PAFAH2 FP inh, LYPLA1 inh, PAFAH1B2 inh
- O=C(NCc1cccnc1)c1cccnc1Sc1ccc(Cl)cc1
  -2, -4, 3, 1, 3, 0, 2, 0, 3
- O=C(Cn1nc(-c2ccccc2F)ccc1=O)NCc1ccc2c(c1)OCO2
  -10, 0, 2, 3, 0, 2, -5, -2, 2
- COc1ccc(N2CCN(C(=O)c3ccc(NS(=O)(=O)c4ccc(F)c(F)c4)cc3)CC2)cc1
  -6, -1, 2, 10, 1, -1, -11, 5, 2

# More compounds:
# Values run as follows: GSTO1 counter, PAD4 inh, PAFAH1B3 inh, pPAFAH inh, Fam108B counter, PME-1 inh, PAFAH2 FP inh, LYPLA1 inh, PAFAH1B2 inh
- CCN(Cc1ccncc1)C(=O)CSc1ccc2ccccc2c1
  -3, 5, 12, 3, 3, 0, -2, 1, 6
- O=C(Nc1nccs1)c1ccc([N+](=O)[O-])cc1
  12, 3, 6, 2, 11, 5, -1, 4, 1
- CCCCn1nnnc1SCC(=O)c1ccccc1F
  5, -1, 2, 9, -2, -2, 4, -3, 2
- O=C1CCC(c2ccc3c(c2)CCC3)=NN1
  -1, 2, -4, 3, -7, 6, 1, 0, 2
- FC(F)(F)c1cccc(NC(=S)NCC2COc3ccccc3O2)c1 (centres undefined)
  0, -3, -5, -5, -16, -7, -10, -15, -6
- Cc1ccsc1/C=C(\C(=O)c1ccc(OC(C)C)cc1)c1nc2ccccc2o1
  -5, 0, -6, -8, -6, 1, -12, -7, -4
- CC(OC(=O)CCN=C1NS(=O)(=O)c2ccccc21)C(=O)N(C)c1ccccc1 (centres undefined)
  -1, -2, 12, -1, 0, -6, -5, -3, 1
- COc1cccc(NC(=O)CSc2nc3scc(C)c3c(=O)[nH]2)c1
  -19, 0, 3, 7, -2, -4, 2, 1, 4
- CCN(CC)CCCn1c2c(c(SCC(=O)N3CCc4ccccc43)nc1=O)CCC2
  -6, 2, 4, 4, 0, -4, 3, -2, 4
- CC(=O)c1cccc(N=Nc2c(-c3ccccc3)[nH]n(-c3ccccc3)c2=O)c1
  7, -2, 4, 3, 6, -3, 11, 2, 4

# Values run as follows: GSTO1 counter, PAD4 inh, PAFAH1B3 inh, pPAFAH inh, Fam108B counter, PME-1 inh, PAFAH2 FP inh, LYPLA1 inh, PAFAH1B2 inh
- Cc1ccc(S(=O)(=O)Nc2ccc(C(N)=O)cc2)cc1[N+](=O)[O-]
  -1, -2, -3, 5, -2, -1, 11, 0, 3
- N#Cc1cc2c(=O)n3ccccc3nc2n(Cc2cccnc2)c1=O
  -7, 1, 1, -1, 0, -2, -5, 2, 2
- O=C(Cn1cccc1C(=O)c1ccccc1)NCc1ccccc1Cl
  0, 2, 6, 5, -3, -2, 2, 0, 2
- O=C(Nc1ccc(F)cc1F)C1CCCN1S(=O)(=O)c1cccc2nsnc12 (centres undefined)
  0, 3, 8, 6, 2, -8, 2, -3, 0
- COc1ccc(C2=NO[C@@H]3C(=O)N(c4ccc(C)cc4C)C(=O)[C@H]23)cc1OC
  6, -1, 3, 5, -1, -1, -3, 0, 7
- S=C(NCCCN1CCOCC1)N1CCN(c2cccc(Cl)c2)CC1
  6, -6, 5, 1, -1, 5, 1, 0, 0
- Nc1nc2n(n1)C(c1ccco1)CC(c1ccc(F)cc1)N2 (centres undefined)
  3, 0, 8, -1, -3, 2, -8, 0, 6
- CC(CN1CCCC1)OC(=O)c1ccccc1Cl (centres undefined)
  0, -2, 5, 2, -2, -1, 2, 3, 0
- CCc1cc(=O)oc2cc(C)cc(OC(C)C(=O)NCc3cccnc3)c12 (centres undefined)
  0, -4, -3, 4, 2, 2, -2, -3, -3
- COc1ccc(N2CCN(C(=S)Nc3cc(C)cc(C)c3)CC2)cc1
  2, 4, 5, 5, 3, -4, 6, 0, 3

# Values run as follows: GSTO1 counter, PAD4 inh, PAFAH1B3 inh, pPAFAH inh, Fam108B counter, PME-1 inh, PAFAH2 FP inh, LYPLA1 inh, PAFAH1B2 inh
- COC(=O)c1ccc(NC(=O)COc2cccc3c2OC(C)(C)C3)cc1
  8, 3, 1, -5, -2, -34, 1, -3, -1
- CC1(C)CC(=O)C=C(c2ccc(F)nc2)C1
  ·, 2, -4, -4, ·, 7, -2, 2, 2
- Cc1nc(C)c(C(=O)NNS(=O)(=O)c2ccc([N+](=O)[O-])cc2)s1
  3, 3, -5, 1, -3, -1, -6, -2, -3
- Cc1ccccc1OCCN(C#N)c1nc(N(C)C)nc(N(C)C)n1
  -8, 2, 2, 4, 0, -1, -4, -3, -4
- CCn1c(C)nnc1SCC(=O)Nc1ccc2c(c1)OCCO2
  3, 0, 6, 4, 0, -3, 4, -1, 2
- N/C(=N\c1nc(CSc2nc3ccccc3s2)cc(=O)[nH]1)Nc1ccc(F)cc1
  6, -2, 1, 3, -1, 3, 6, 3, 2
- CCOc1ccccc1-n1nnnc1SCC(=O)NCC1(N2CCOCC2)CCCCC1
  ·, 1, 5, 4, ·, -1, 6, 0, 6
- Cc1[nH]ncc1-c1nc2ccccc2[nH]1
  -1, 5, 0, 1, 1, -3, 10, 4, 0
- CC(=O)c1cccc(OCc2cc(C(=O)NCCC3=CCCCC3)no2)c1
  3, -4, 2, 10, -2, 3, 3, 4, -5
- Cc1ccc2c(c1)c1c3n2CCN(C(=O)C2CC2)C3CCC1 (centres undefined)
  4, 2, 0, 10, 3, 0, -2, -2, 9

structure	GSTO1 counter	PAD4 inh	PAFAH1B3 inh	pPAFAH inh	Fam108B counter	PME-1 inh	PAFAH2 FP inh	LYPLA1 inh	PAFAH1B2 inh
Nc1ccc(C(CC(=O)O)n2cccc2)cc1 (centres undefined)	-12	0	3	21	3	-1	-1	4	2
Cc1nnc(SCC(C)C)[nH]c1=O	1	0	8	4	1	-1	-3	1	2
COc1ccc(CNCC(O)(c2ccc(F)cc2)c2ccc(F)cc2)cc1	17	3	-5	2	4	-2	2	2	-1
CCOC(=O)CSc1nc2cc(OC)ccc2cc1C#N	2	-1	1	3	2	21	2	-2	-7
CN(C)S(=O)(=O)c1cccc(NC(=O)COC(=O)/C=C/c2cccs2)c1	8	-1	5	7	-1	-3	72*	-5	-2
Oc1ccccc1-c1cc(-c2ccc(Cl)cc2)n[nH]1	-5	1	2	-18	-9	-25	0	-19	2
CCOC(=O)N/N=C/c1c(F)c(F)c(F)c(F)c1F	2	-5	8	-2	-2	-4	-5	-2	2
COc1cc(/C=C/C(=O)OCC(=O)N(C)Cc2ccccc2)cc(OC)c1OC	·	26*	5	2	·	·	9	·	3
Cc1cc(C)cc(N(CC(=O)O)S(=O)(=O)c2c(C)[nH]c(=O)[nH]c2=O)c1	2	7	10	-5	-1	-6	7	-5	-5
CC(OC(=O)Cc1n[nH]c(=O)c2ccccc12)C(=O)Nc1ccc(F)cc1 (centres undefined)	5	3	1	-2	-2	1	-3	3	3
CCSc1ccc2nnc(-c3cccs3)n2n1	8	-1	8	5	5	-1	5	-2	-1
Cc1cccc(OCCCCCn2ccnc2)c1C	4	-3	-5	7	-3	-5	-6	1	-2
COCCNC(=S)NCCc1ccc(Cl)cc1Cl	6	0	14	2	-2	-4	1	2	4
O=C(CSc1cccc2cccnc12)Nc1ccccc1F	18	1	7	-4	-1	0	-2	-1	1
CCOc1ccc(N2C(=O)Cc3ccccc3C2=O)cc1	9	3	19	-2	4	2	7	0	1
